# ERK EGF inh: EGF-driven ERK pathway inhibition; HEK293-V1b, EGF-stimulated phospho-ERK AlphaScreen; Potency, µM (titrated, usually from 11.5 µM), for the others: top-dose activity change, negative = inhibition, most hits filed as inhibitors; 130,000 compounds, 0.41% hits; AID 1454; active = well fitted inhibition curve with a large enough effect; inconclusive = small, poorly fitted or top-dose-only effect, or effect the other way;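 note: plate controls were stimulated vehicle wells for no effect and unstimulated vehicle basal for full effect; nearly all actives have a fitted effect of over 55% in size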
#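 Concentration-response of compounds against EGF-driven ERK phosphorylation in V1b-expressing HEK293 cells; 30 min preincubation, 5 min EGF, AlphaScreen detection; Normalized to DMSO basal and 25 nM EGF.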
# * hit, by the source's call; ? = inconclusive; & = joins results of further samples; [ ] = remark or other dose. Potency is the fitted concentration of half-maximal effect.
SMILES,ERK EGF inh
CCOC(=O)CNC(c1ccccc1)c1cc(Br)ccc1NC(=O)CCN1CCOCC1 (stereo not drawn),7%
Cc1ccc(S(=O)(=O)Oc2ccc(/C=C(/NC(=O)c3ccccc3)C(=O)O)cc2)cc1,-6%
COc1cc(C(=O)Oc2ccc3c(OC)c4ccoc4nc3c2OC)cc(OC)c1OC,-7%
CCC1CCCCN1Cc1nc2c(c(=O)n(C)c(=O)n2C)n1Cc1ccccc1 (stereo not drawn),1%
COc1ccc(C(=O)CNc2ccc(C)cc2C)cc1,-9%[57.5 µM]
Nc1nnc(SCc2ccc(Cl)cc2)s1,10%
CC(C)(C)S(=O)(=O)/C(C#N)=C/c1sccc1C1OCCO1,2%[57.5 µM]
CCC(=O)Nc1cc(C)c(NC(=O)C23CC4CC(CC(C4)C2)C3)cn1,4%
CCC(C)[C@H](NC(=O)N1CCC(C)CC1)C(=O)O (stereo partly drawn),-10%[57.5 µM]
O=C(CSc1nnc(SCc2ccc(Cl)cc2)s1)N/N=C/c1ccc(Cl)cc1Cl,6%
C=CCc1c(C)nc(N2CCSCC2)[nH]c1=O,6%[57.5 µM]
COc1ccccc1CN(C)c1nnnn1-c1ccccc1,5%
Nc1cccc2c1C(=O)N(C(=O)c1ccco1)C2=O,-5%[57.5 µM]
CCC(Sc1nccn1C)C(=O)Nc1ccc(Cl)cn1 (stereo not drawn),-1%
CCCCCCc1cc2cc(C(=O)Nc3cccc(OC)c3)c(=O)oc2cc1O,3%

# In the list so far, these have four or more nitrogen atoms.
SMILES,ERK EGF inh
CCC1CCCCN1Cc1nc2c(c(=O)n(C)c(=O)n2C)n1Cc1ccccc1 (stereo not drawn),1%
O=C(CSc1nnc(SCc2ccc(Cl)cc2)s1)N/N=C/c1ccc(Cl)cc1Cl,6%
COc1ccccc1CN(C)c1nnnn1-c1ccccc1,5%
CCC(Sc1nccn1C)C(=O)Nc1ccc(Cl)cn1 (stereo not drawn),-1%

# Other compounds follow.
SMILES,ERK EGF inh
C/C(=N\NC(=S)Nc1ccccc1C)C1Cc2ccccc2C(=O)O1 (stereo not drawn),7%[57.5 µM]
Cc1ccnc(SCC(=O)c2ccc(Br)s2)n1,-3%
CC(C)n1nnc2c(=O)oc3ccccc3c21,-9%
O=C(C1=C(O)C(=O)N(CCc2ccccc2)C1c1cccs1)c1ccco1 (stereo not drawn),4%
Cc1ccc(C23CC4CC(CC(C(=O)OCC(=O)NC5CCS(=O)(=O)C5)(C4)C2)C3)cc1 (stereo not drawn),-3%
C=C(C)C(=O)Nc1cccc(C2=NOC3(C2)C[C@@H](C(N)=O)N(C(=O)CC(c2ccccc2)c2ccccc2)C3)c1 (stereo partly drawn),-5%[57.5 µM]
Cc1ccsc1/C=C(\C#N)C(=O)NCCCN1CCOCC1,6%
O=C(Nc1nnc(-c2ccccc2)o1)c1cc(-c2cccs2)nc2ccccc12,?
COc1ccc(/C=C2\SC(=S)N(CC(=O)OCC(=O)Nc3ccc(C)cc3Cl)C2=O)cc1,-14%[57.5 µM]
Cc1nn(-c2ccccc2)c(N2CCCC2)c1C=O,0%
CCCCNc1ccc(S(N)(=O)=O)cc1[N+](=O)[O-],0%
COc1cccc(CC2(CO)CCCN(Cc3ccc(-c4ccco4)cc3)C2)c1 (stereo not drawn),-12%[57.5 µM]
O=C(O)CCC/C=C\CC1C2CCC(O2)C1CNNC(=O)Nc1ccccc1 (stereo not drawn),-11%
CN(C)/C=C/C=C1C(=O)CCCC1=O,-1%
COC(=O)[C@@H]1C[C@@]2(O)[C@H](O)[C@H](O)[C@H](O)C[C@H]2N1Cc1ccc(C(F)(F)F)cc1,-4%
N#Cc1ccc(CN2CCC3(CC2)CCN(C(=O)c2cccc(F)c2)CC3)cc1,-3%
CCc1ccccc1NC(=S)NN,-3%
Cc1cc(=O)n2c(n1)SCOC2,8%[57.5 µM]
O=C(Nc1ccccc1F)c1ccccc1-c1ccc(C(F)(F)F)cc1,5%
COc1cccc(NC(C(=O)Nc2cccc(C(C)=O)c2)c2ccccc2)c1 (stereo not drawn),-9%
O=C(/C=C/c1cccnc1)c1ccccc1O,11%[57.5 µM]
COc1ccc(NC(=S)NCC(c2ccco2)N2CCCC2)cc1 (stereo not drawn),0%
CCCCCCCCCCCCCCC/C=C/[C@@H](O)[C@H](NC(=O)CCCCCCCCCCCCC)OC (tested in a mixture with another compound),7%
Cc1ccc2nc(SC(C)C(=O)N3CC(C)OC(C)C3)[nH]c2c1 (stereo not drawn),2%
CCc1ccc(S(=O)(=O)NCCc2cn3cccc(C)c3n2)s1,12%
Cc1ccc(O)c(CNc2cccc3cccnc23)c1,-6%
C/C(=N/OC(=O)c1ccccc1)c1oc(C)nc1C,-13%[57.5 µM]
Cc1ccc(CNC(=O)c2cc(C)nn2-c2ccccc2)cc1,6%[57.5 µM]
O=C(CO/N=C1\CCCc2nonc21)Nc1ccccc1Cl,-5%
CCCN(CCC)S(=O)(=O)c1ccc(C(=O)O)cc1,7%[57.5 µM]
Cc1cc(NS(=O)(=O)c2ccc(NC(=O)CSc3nc4ncc(Cl)cc4[nH]3)cc2)nc(C)n1,13%[57.5 µM]
CCC(=O)OC1(C)C(=O)C=C2C=C(CCCNC(=O)OC(C)(C)C)OC=C2C1=O (stereo not drawn),-16%
O=C1C(=O)N(C2CCCC2)C(=O)N1Cc1c(F)cccc1Cl,3%
Cc1ccc(C(=O)NC(=S)NNC(=O)COc2ccccc2C)cc1,-5%
O=S(=O)(Cc1ccccc1Cl)NCc1ccccc1,28%
CC(C)c1ccc(NC(=O)CSc2nc(-c3ccccc3F)nc3nc[nH]c23)cc1,5%
CCC(=O)Nc1ccc(NC(=O)CSc2nnnn2-c2ccc3c(c2)OCCO3)cc1,4%
CCOC(=O)CSc1nc(C(C)C)nc2sc(C)c(C)c12,-6%
COCCCNC(=O)C(=O)NC1CCCCC1C (stereo not drawn),-12%
C#CCN1C(=O)C(O)(CC(=O)/C=C/C=C/c2ccccc2)c2ccccc21 (stereo not drawn),-8%
O=[N+]([O-])c1ccccc1S(=O)(=O)Oc1ccc(C(=S)N2CCOCC2)cc1,3%
C[C@]12CCC(=O)C=C1CC[C@@H]1C2[C@@H](O)C[C@@]2(C)[C@H]1CC[C@]2(O)C(=O)CO (stereo partly drawn),5%&17%
NC(=S)N/N=C/c1ccc(-c2ccccc2)o1,-3%
CN(C)[C@H]1C(=O)C(C(=O)NCN2CCCC2)=C(O)[C@]2(O)C(=O)C3=C(O)c4c(O)cccc4[C@@](C)(O)[C@H]3C[C@@H]12,7%[25.7 µM]
O=C(CNC(=S)N(Cc1ccccc1)Cc1ccccc1F)NCCc1ccc(Cl)cc1,3%

# Random excerpt: 2 compounds from above.
SMILES,ERK EGF inh
O=S(=O)(Cc1ccccc1Cl)NCc1ccccc1,28%
CCC(=O)OC1(C)C(=O)C=C2C=C(CCCNC(=O)OC(C)(C)C)OC=C2C1=O (stereo not drawn),-16%

# Entries listed so far that have a Cl atom (nine):
SMILES,ERK EGF inh
Nc1nnc(SCc2ccc(Cl)cc2)s1,10%
O=C(CSc1nnc(SCc2ccc(Cl)cc2)s1)N/N=C/c1ccc(Cl)cc1Cl,6%
CCC(Sc1nccn1C)C(=O)Nc1ccc(Cl)cn1 (stereo not drawn),-1%
COc1ccc(/C=C2\SC(=S)N(CC(=O)OCC(=O)Nc3ccc(C)cc3Cl)C2=O)cc1,-14%[57.5 µM]
O=C(CO/N=C1\CCCc2nonc21)Nc1ccccc1Cl,-5%
Cc1cc(NS(=O)(=O)c2ccc(NC(=O)CSc3nc4ncc(Cl)cc4[nH]3)cc2)nc(C)n1,13%[57.5 µM]
O=C1C(=O)N(C2CCCC2)C(=O)N1Cc1c(F)cccc1Cl,3%
O=S(=O)(Cc1ccccc1Cl)NCc1ccccc1,28%
O=C(CNC(=S)N(Cc1ccccc1)Cc1ccccc1F)NCCc1ccc(Cl)cc1,3%

# Next entries follow.
SMILES,ERK EGF inh
Nc1ccccc1SC1CC(=O)N(Cc2ccccc2)C1=O (stereo not drawn),-3%
Fc1cc(Br)ccc1Nc1nc2ccccc2n2nnnc12,2%
CCOC(=O)C1=C(c2ccccc2)OC(N)=C(C#N)C1c1ccncc1 (stereo not drawn),6%
CC(OC(=O)CCc1nc2ccccc2c(=O)[nH]1)C(=O)Nc1ncc(Cl)cc1Cl (stereo not drawn),1%
O=C(Nc1ccc(N2CCN(C(=O)c3cccs3)CC2)cc1)c1cccnc1,-7%
COC(=O)c1ccc(C(NC(=O)OCc2ccccc2)/C(F)=C/[C@@H](C)C(=O)NCc2ccc(-c3ccccc3)cc2)cc1 (stereo partly drawn),3%&-11%
CCOc1ccc(CCNC(=O)C2=C(C)C(=O)OC23CCC(C)CC3)cc1 (stereo not drawn),?
NC(=O)c1ncn(C2OC(CO)C(O)C2O)c1N (stereo not drawn),25%
COC(=O)c1ccc(/C=N/NC(=S)NC(C)C)cc1,-5%[57.5 µM]
CCOc1ccc(C(CC(=O)O)NC(=O)C(Sc2ccccc2)c2ccccc2)cc1 (stereo not drawn),-8%
C/C=C/C(=O)Nc1ccc(N2CCN(c3ccc(C(F)(F)F)cn3)CC2)nc1,-6%[57.5 µM]
Cc1noc(C)c1/C=N/Nc1ccc2ccccc2n1,2%
CC1(C)CC(N2CCCCC2)=CC(=[N+]2CCCCC2)C1,0%
S=C(NCCN1CCOCC1)NC1CCCC1,-4%
CN1CCN(CC(=O)Nc2nnc(-c3cccs3)s2)CC1,3%
CN(C)/C=C(\C=O)c1onc(-c2ccccc2Cl)c1C#N,3%
CCC(=O)Nc1ccc(C=C(C(C)=O)C(C)=O)cc1,-7%[57.5 µM]
COc1ccccc1NC(=O)N1CCN(c2ccc3nnc(-c4ccc(F)cc4)n3n2)CC1,-2%[57.5 µM]
CCc1cc(C(c2ccccn2)N2CCN(C)CC2)c(NC(=O)c2ccccc2)s1 (stereo not drawn),0%
COc1cc(OC)c2c(c1)C(=O)OC2OC (stereo not drawn),1%[57.5 µM]
Cc1ccc(NCc2ccncc2)c(Br)c1,3%
COCc1cc(=O)n2[nH]c(C(C)(C)C)cc2n1,-10%[57.5 µM]
Cn1cccc1C(=O)OCC(=O)Nc1ccc2c(c1)OCO2,2%
C=CCOC(=O)C1=C[C@@H](c2coc3ccccc3c2=O)C[C@@H](OCc2ccc(CO)cc2)O1,2%[57.5 µM]
CC(c1ccco1)N(C(=O)c1ccccc1NS(=O)(=O)c1ccc(Cl)cc1)c1ccccn1 (stereo not drawn),2%
O=C(Nc1ccc(Cl)cc1Cl)c1csc(-c2cccnc2)n1,?
CCO[C@@H]1OC(C(=O)NCc2nc3ccccc3[nH]2)=C[C@H](C2CC2)[C@H]1CCCO,-16%[57.5 µM]
Cc1ccc(/C=N/Nc2nc(C)cc(C)n2)cc1,-6%[57.5 µM]
O=C(O)c1cncc(C#CCC2CCCCC2)c1,4%[57.5 µM]
Cc1ccc(Nc2nc(Cl)c(C=O)s2)cc1Cl,-9%
Cc1cc(C(=O)O)ccc1-c1ccc(CO)o1,-3%
Cc1c(NC2=CC(=O)CC(C)(C)C2)ccc([N+](=O)[O-])c1C,-4%
CCn1c(-c2csc3c2CCCC3)n[nH]c1=S,1%
Cc1nc(Cl)sc1C(=O)Nc1ccc(Cl)cc1,-8%
COc1cc(Cl)c(C)cc1NC(=O)CCCn1c(=O)oc2ccccc21,-9%
COC(=O)c1ccc(NC(=O)CCS(=O)(=O)c2ccc(Br)cc2)cc1,?
O=C(NC1CCCCCCC1)c1cc(-c2ccccn2)nc2ccccc12,11%
COc1ccc(/C=C(/NC(=O)c2ccc(C)cc2)C(=O)NCC2CCCO2)cc1 (stereo not drawn),-6%
O=C(O)P(=O)(O)O,18%
CC1CCC(NC(=O)COc2ccc(C(=O)c3ccccc3)cc2)CC1 (stereo not drawn),?
Cc1cccc2nc(CSc3nc4ccc([N+](=O)[O-])cc4[nH]3)cn12,4%
Cn1c(CNC(=O)c2ccccc2F)nnc1SCC(=O)N1CCN(c2ccccc2)CC1,-5%
CC(/C=C/c1ccccc1)=N\NC(=O)C1CC1(C)c1ccccc1 (stereo not drawn),4%
COc1ccc(C(=O)Nc2ccccc2C(=O)NC(Cc2ccc(O)cc2)C(=O)NNC(=O)c2ccncc2)cc1 (stereo not drawn),1%
S=C(CN1CCCC1=S)NCCc1ccccc1,-3%[57.5 µM]
O=C(Nc1cccc2ccccc12)c1cnsn1,7%
NS(=O)(=O)c1cnccc1Nc1ccc(Cl)cc1,-11%
NC(=O)N=Nc1c(O)[nH]c2ccc([N+](=O)[O-])cc12,12%[57.5 µM]
O=C(O)Cc1c[nH]c2ccc(O)cc12,-1%
COc1ccc(/C=N/NC(=O)c2cccnc2)cc1COc1ccc([N+](=O)[O-])cc1,22µM*
COc1ccc(C(C)=O)cc1CSc1nnc(Nc2ccccc2)s1,?
O=C(Cc1cccc(C(F)(F)F)c1)NCc1ccc(Cl)cc1Cl,-4%
Cc1cnc(C(=O)NCCc2ccc(S(=O)(=O)NC(=O)NC3CCCCC3)cc2)cn1,6%
S=c1nc[nH]c2c1ncn2C1CCCC1,8%[57.5 µM]
CC(C)CCn1c(COc2ccccc2)n[nH]c1=S,3%
Cc1occc1C(=O)N/N=C/C=C/c1ccccc1[N+](=O)[O-],4%
CCOC(=O)C1(Cc2ccccc2C(F)(F)F)CCN(C(=O)c2cc(C)n(C)n2)CC1,-9%
COc1ccc2cc(/C(C)=N/NC(=O)c3cc(-c4cccnc4)nc4ccccc34)ccc2c1,9%
COc1ccccc1CNC(=S)NC1CCCCC1,-8%
CC1CCCCN1C(=O)CSc1nc(-c2ccccc2)cn1N (stereo not drawn),5%
# Next results.
SMILES,ERK EGF inh
Cc1cccc2c1N(CCOc1ccccc1Cl)C(=O)C2=O,7%
CC1=NN(c2ccccc2)C(=O)/C1=C\c1cc(C)n(-c2ccccc2)c1C,-5%
Cc1cc(C)c2cc3c(N)c(C(=O)N4CCOCC4)sc3nc2c1,-2%
CC(C)NC(=O)N1CCC2(CC1)CCN(S(C)(=O)=O)CC2,-3%
C/C(=N\N=C1\NC(=O)C(Cc2ccccc2)S1)c1ccccc1 (stereo not drawn),8%
C=CCOC(=O)C1=C(C)NC(C)=C(C(=O)OCC=C)C1c1ccco1,3%[57.5 µM]

# Only part of the results is shown. The share of hits here may be higher or lower than overall.
